Source: PubChem BioAssay
Mcl1-Noxa inh = Mcl-1/Noxa interaction inhibition; TR-FRET Mcl-1/Noxa peptide binding, 2 h; Q07820; hit rate 1.5% among 220,000; inhibition, % at 21.7 µM; AID 1022;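 active means compounds that cut the protein-peptide binding signal by more than 50% relative to plate controls in a single-dose test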;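 further: His-tagged Mcl-1 with rhodamine Noxa BH3 peptide and terbium anti-His antibody; 0% = Mcl-1 plus Noxa peptide wells and 100% = peptide-only wells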
Target sequence (Q07820 whole entry, looked up): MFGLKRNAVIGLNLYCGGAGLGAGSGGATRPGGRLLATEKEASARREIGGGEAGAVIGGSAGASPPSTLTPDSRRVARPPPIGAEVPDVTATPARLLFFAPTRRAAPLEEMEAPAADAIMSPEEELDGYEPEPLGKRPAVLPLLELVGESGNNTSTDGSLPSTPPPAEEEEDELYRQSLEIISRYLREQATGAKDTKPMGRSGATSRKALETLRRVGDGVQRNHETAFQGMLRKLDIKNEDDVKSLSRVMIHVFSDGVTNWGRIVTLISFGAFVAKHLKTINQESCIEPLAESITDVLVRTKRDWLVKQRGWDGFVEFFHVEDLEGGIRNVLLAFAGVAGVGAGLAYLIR
Mcl1 Bid PPI = disrupts binding of human Mcl-1 to Bid peptide; Q07820; TR-FRET Mcl-1/Bid-Dy647 peptide binding, 1536-well; inhibition, % at 21.7 µM; hit rate 0.97% among 220,000;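 active means compounds that cut the binding signal by more than half at the single screening dose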;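 further: His-tagged Mcl-1 with europium anti-His antibody binding Bid BH3 peptide; 0% = Mcl-1 plus peptide wells and 100% = peptide-only wells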
Avidin bead fluor = avidin bead compound fluorescence profile; Avidin beads, compound fluorescence 488/530 nm, flow cytometry; active compounds read high; fluorescence (KMESF) at 10 µM; hit rate 0.38% among 220,000; AID 1775; in the data active means fluorescence above about 47; further: inactives centre near 10
Cdc42 wt GTP = changes GTP binding to wildtype human Cdc42 | P60953 | GST-Cdc42 beads, Bodipy-GTP binding, flow cytometry; actives lie on both sides | percent activity (GTP binding), % at 10 µM | hit rate 0.2% among 190,000;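 active means percent activity GTP binding at least 20 points away from the 100% baseline, either down as inhibitor or up as activator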;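 further: median bead fluorescence of bound Bodipy-FL-GTP at 100 nM; 0% = excess unlabeled GTP control and 100% = no compound control; below 100% means less GTP binding so inhibitor and above means activator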
Target sequence (P60953 whole entry, looked up): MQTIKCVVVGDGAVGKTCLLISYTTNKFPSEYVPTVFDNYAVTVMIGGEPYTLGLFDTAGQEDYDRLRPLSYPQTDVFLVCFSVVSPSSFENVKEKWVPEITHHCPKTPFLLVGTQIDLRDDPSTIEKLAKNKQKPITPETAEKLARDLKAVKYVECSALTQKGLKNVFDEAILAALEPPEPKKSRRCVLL
Rac1 wt modul = modulators of human Rac1 wildtype GTP binding; P63000; GST-Rac1 beads, fluorescent GTP binding, flow cytometry; actives lie on both sides; 0 = cold GTP competed, 100 = untreated; GTP binding activity (% of control), % at 10 µM; hit rate 0.27% among 190,000; AID 757;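 active means GTP binding activity at least 20 points away from the 100% control level, either lower or higher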
Rac1 act GTP bind = human Rac1 activated mutant GTP binding change. P63000. GST-Rac1 activated beads, fluorescent GTP binding, flow cytometry; actives lie on both sides; 100% means binding = to untreated wells. percent activity (GTP binding), % at 10 µM. hit rate 0.11% among 190,000. AID 764;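 active means GTP binding at least 20 percentage points away from the 100% baseline, in either direction, so actives lie on both sides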
Bim-Mcl-1 = human Bim-Mcl-1 interaction inhibition; Bead-based flow cytometry, Bim peptide-Mcl-1 binding; inhibition, % at 10 µM; Q07820; hit rate 0.1% among 190,000; AID 1009; in the data active means inhibition above about 40%;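 further: 0% = no compound tracer wells and 100% = peptide blocker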
HRas wt GTP bind = modulators of GTP binding to human HRas wildtype; P01112; GST-Ras wt beads, Bodipy-FL-GTP binding, flow cytometry; actives lie on both sides; GTP binding activity, % at 10 µM; hit rate 0.14% among 190,000;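 active means GTP binding activity at least 20% away from the 100% baseline, either lowered as inhibitor or raised as activator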;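 further: 0% = unlabeled GTP competition control and 100% = no-compound control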
Target sequence (P01112 whole entry, looked up): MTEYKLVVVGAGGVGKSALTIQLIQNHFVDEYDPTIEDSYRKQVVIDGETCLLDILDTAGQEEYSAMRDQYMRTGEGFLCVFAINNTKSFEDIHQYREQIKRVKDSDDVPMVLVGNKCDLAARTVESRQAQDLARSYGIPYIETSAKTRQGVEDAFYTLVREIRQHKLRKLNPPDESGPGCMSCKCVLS
Rab7 wt GTP bind = alters GTP binding to wildtype dog Rab7; hit rate 0.055% among 190,000; AID 758; GST-Rab7 beads, fluorescent GTP binding, flow cytometry; actives lie on both sides; untreated = 100%, excess cold GTP = 0%; GTP binding activity (percent of control), % at 10 µM;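 active means fluorescent GTP binding to Rab7 beads changed by at least 20 points from the 100% baseline, either direction, mostly lower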;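 further: median green fluorescence of bound Bodipy-FL-GTP per Rab7 bead population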
Pf gametocyte = inhibitors of late stage P. falciparum gametocyte viability; AID 743093; hit rate 0.065% among 150,000; P. falciparum stage V gametocytes, ATP luminescence, 24 h; inhibition, % at 10.9 µM;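 active means inhibition above the mean plus 3 SD of compounds within the control limits, set per campaign, cut at about 38% in these data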;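 further: 0% = DMSO wells and 100% = medium only without gametocytes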
Rab2A wt mod = changes GTP binding to wildtype dog Rab2A, up or down | GTP binding activity, % at 10 µM | hit rate 0.19% among 190,000 | GST-Rab2 wt beads, Bodipy-GTP binding, flow cytometry;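 active means GTP binding activity at least 20 points away from 100%, either lowered or raised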;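 further: 0% = beads with excess unlabeled GTP and 100% = no-compound control corrected for plate trend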
* marks the source's active call; other numbers are inactive results; / = no result given; [ ] = remark or other dose.

1. Cc1ccc(S(=O)(=O)/N=C2/C=C(C3C(=O)CC(C)(C)CC3=O)C(=O)c3ccccc32)cc1
2. CCCCN(C)c1nc(-c2ccco2)c2c(c1C#N)CC(C)(C)OC2
3. CCOc1cc(/C=C2/C(=O)N(c3ccccc3)N=C2C)ccc1OC(=O)c1ccco1
4. CC(=O)c1ccc(N2CCN(C(=O)COc3ccc(F)cc3)CC2)c(F)c1
5. CC1CCCN(Cc2nc3c(c(=O)n(C)c(=O)n3C)n2CC(N)=O)C1 (centres undefined)
6. O=C(O)CCC(=O)Nc1ccc(NC(=O)c2ccc(Cl)cc2Cl)c(Cl)c1
7. COc1ccc(-c2nsc3c(N4CCN(S(=O)(=O)c5ccccc5F)CC4)ncnc23)cc1
8. c1ccc(CN2CCN(c3nc(-c4ccccn4)nc4ccccc34)CC2)cc1

entry no.	1	2	3	4	5	6	7	8
Mcl1-Noxa inh	80*	46	19	5	14	19	-2	-56
Mcl1 Bid PPI	26	15	-8	-6	-6	-18	-10	-74
Avidin bead fluor	29	6	16	12	6	12	8	12
Cdc42 wt GTP	98	96	97	102	99	96	103	101
Rac1 wt modul	97	104	97	101	99	100	105	102
Rac1 act GTP bind	97	99	94	99	95	92	99	101
Bim-Mcl-1	4	0	0	-4	0	-2	-5	-3
HRas wt GTP bind	98	99	97	102	96	95	99	97
Rab7 wt GTP bind	101	101	94	100	95	93	98	98
Pf gametocyte	-9	/	7	/	/	-6	/	-10
Rab2A wt mod	99	100	95	102	95	90	99	99

Records 3–8, reprinted for reference:
3. CCOc1cc(/C=C2/C(=O)N(c3ccccc3)N=C2C)ccc1OC(=O)c1ccco1
4. CC(=O)c1ccc(N2CCN(C(=O)COc3ccc(F)cc3)CC2)c(F)c1
5. CC1CCCN(Cc2nc3c(c(=O)n(C)c(=O)n3C)n2CC(N)=O)C1 (centres undefined)
6. O=C(O)CCC(=O)Nc1ccc(NC(=O)c2ccc(Cl)cc2Cl)c(Cl)c1
7. COc1ccc(-c2nsc3c(N4CCN(S(=O)(=O)c5ccccc5F)CC4)ncnc23)cc1
8. c1ccc(CN2CCN(c3nc(-c4ccccn4)nc4ccccc34)CC2)cc1

entry no.	3	4	5	6	7	8
Mcl1-Noxa inh	19	5	14	19	-2	-56
Mcl1 Bid PPI	-8	-6	-6	-18	-10	-74
Avidin bead fluor	16	12	6	12	8	12
Cdc42 wt GTP	97	102	99	96	103	101
Rac1 wt modul	97	101	99	100	105	102
Rac1 act GTP bind	94	99	95	92	99	101
Bim-Mcl-1	0	-4	0	-2	-5	-3
HRas wt GTP bind	97	102	96	95	99	97
Rab7 wt GTP bind	94	100	95	93	98	98
Pf gametocyte	7	/	/	-6	/	-10
Rab2A wt mod	95	102	95	90	99	99

Other results follow:
9. COC(=O)c1nnn(-c2nonc2N)c1CSc1nc2ccccc2s1
10. O=C(CSc1nnc(-c2ccc(Cl)cc2)n1Cc1ccco1)c1cccs1
11. COc1ccccc1CNC(=O)C(CCSC)NC(=O)C1CCC(C)CC1 (centres undefined)
12. O=C(Nc1ccc(O)cc1)C1CCCO1 (centres undefined)
13. O=C(O)/C=C/C(=O)c1ccc2c(c1)NC(=O)CO2
14. CCOc1cc(/C=N/NC(=O)Cn2nc([N+](=O)[O-])cc2C)cc(Br)c1OCc1ccccc1F
15. O=C(NC(=O)N1CCCCC1)c1ccccc1
16. O=C(COc1ccc(Cl)cc1)N(Cc1ccccc1)c1nc(-c2ccccc2)cs1

entry no.	9	10	11	12	13	14	15	16
Mcl1-Noxa inh	4	20	13	-17	20	14	14	3
Mcl1 Bid PPI	-8	2	-13	-45	-32	-1	-10	-34
Avidin bead fluor	15	8	7	3	6	16	11	8
Cdc42 wt GTP	97	98	98	100	96	100	96	98
Rac1 wt modul	100	98	102	101	93	101	101	99
Rac1 act GTP bind	97	95	98	99	94	96	97	96
Bim-Mcl-1	3	-1	0	1	0	-3	-2	0
HRas wt GTP bind	98	99	99	100	92	98	99	97
Rab7 wt GTP bind	96	100	100	95	93	97	103	97
Pf gametocyte	8	/	/	8	8	1	13	8
Rab2A wt mod	98	97	97	100	94	100	96	95

17. O=C(Cc1ccccc1)N/N=C/c1cccs1
18. O=C(CN1CCN(c2ccc(O)cc2)CC1)Nc1cc([N+](=O)[O-])ccc1Cl
19. c1coc(-c2nnc(NC3=NCCC3)o2)c1
20. COc1ccccc1N(C(=O)c1cncc(Br)c1)c1nc(-c2ccc(C)cc2)cs1
21. COc1ccccc1Nc1nnc(SCC2CCCCO2)s1 (centres undefined)
22. N#CC(C#N)=C(Nc1ccc(F)cc1)SCc1cccc(Br)c1
23. CCN(C(=O)c1ccccc1)c1ccc([N+](=O)[O-])cc1
24. CCC(=O)Nc1sc2c(c1C#N)CCC2

entry no.	17	18	19	20	21	22	23	24
Mcl1-Noxa inh	5	99*	11	-32	3	-4	15	14
Mcl1 Bid PPI	7	-2	5	-62	-11	18	26	-31
Avidin bead fluor	4	23	9	3	24	4	2	13
Cdc42 wt GTP	101	101	98	96	100	127*[activator]	96	101
Rac1 wt modul	102	99	96	104	96	134*[activator]	100	98
Rac1 act GTP bind	101	98	95	101	96	104	100	95
Bim-Mcl-1	-1	2	1	-21	1	-5	-5	-7
HRas wt GTP bind	101	98	98	101	97	101	98	96
Rab7 wt GTP bind	95	95	97	105	102	101	103	97
Pf gametocyte	/	-15	/	8	/	15	11	13
Rab2A wt mod	100	94	96	99	98	109	99	98

25. COc1ccc(/C(O)=C2/C(=O)C(=O)N(CCCN(C)C)C2c2cccc(Cl)c2)cc1OC (centres undefined)
26. O=C(CN1CCCN(S(=O)(=O)c2ccc(Br)s2)CC1)Nc1ccc(Cl)cc1
27. CN=C(Nc1cc(C)nn1CCC#N)c1ccccc1F
28. Cc1nc2scc(-c3cccs3)c2c(=O)n1-n1cccc1
29. O=S(=O)(c1ccc2nc(-c3ccccc3)[nH]c2c1)N1CCN(c2cccc(Cl)c2)CC1
30. COc1cc(OC)c2c(c1)C(=O)c1cc(OC)cc(OC)c1C2=O
31. Cc1cccc2cc(CN(Cc3ccco3)C(c3nnnn3CCc3ccccc3)C(C)C)c(=O)[nH]c12 (centres undefined)
32. COc1cccc(NC2C=CS(=O)(=O)C2)c1 (centres undefined)

entry no.	25	26	27	28	29	30	31	32
Mcl1-Noxa inh	-5	7	8	-15	-12	5	6	-9
Mcl1 Bid PPI	-94	6	-32	-8	0	1	-23	-24
Avidin bead fluor	4	6	15	23	9	35	36	23
Cdc42 wt GTP	107	103	101	92	93	99	84	100
Rac1 wt modul	104	102	104	95	93	96	97	101
Rac1 act GTP bind	100	100	101	94	96	97	97	98
Bim-Mcl-1	-2	-1	2	-4	-1	-2	0	-2
HRas wt GTP bind	102	101	104	94	96	98	98	98
Rab7 wt GTP bind	99	102	102	98	101	96	97	95
Pf gametocyte	4	12	11	/	/	/	-3	/
Rab2A wt mod	102	100	102	96	97	97	97	98

33. COc1ccc(CNC(=O)Cn2cc(C(F)(F)F)ccc2=O)cc1
34. COC(=O)c1cn(NC(=O)Cn2nc([N+](=O)[O-])c(Br)c2C)c(=O)c2ccccc12
35. CCC1(C(=O)OC)NC(c2ccco2)C2C(=O)N(c3ccc(F)cc3)C(=O)C21 (centres undefined)
36. Cc1ccc(C)c(NC(=O)CSc2ncnc3nc[nH]c23)c1
37. Cc1cc(C)n(-c2nc3nonc3nc2Nc2cccc(C)c2C)n1
38. O=C(Cn1ncn2c(cc3ccccc32)c1=O)NCc1ccco1
39. Cc1nc2sccn2c(=O)c1CCN1CCC(=C(c2ccc(F)cc2)c2ccc(F)cc2)CC1
40. CCN(CC)S(=O)(=O)c1ccc(OC)c(N)c1

entry no.	33	34	35	36	37	38	39	40
Mcl1-Noxa inh	22	10	16	10	9	69*	21	5
Mcl1 Bid PPI	-31	-16	-20	-26	-7	-13	-2	-28
Avidin bead fluor	7	10	11	9	13	11	10	6
Cdc42 wt GTP	101	87	96	104	100	102	101	101
Rac1 wt modul	104	86	98	103	104	101	102	101
Rac1 act GTP bind	100	84	97	97	100	97	97	97
Bim-Mcl-1	-2	0	2	-5	-4	-5	-2	-2
HRas wt GTP bind	100	90	96	98	101	100	98	100
Rab7 wt GTP bind	101	89	97	99	103	96	97	106
Pf gametocyte	11	/	/	4	/	-5	/	17
Rab2A wt mod	100	87	96	98	100	101	101	102

41. O=C(CCN1C(=O)C2C3C=CC(C3)C2C1=O)N1CC(=O)N(CCc2ccccc2)C(=O)C1 (centres undefined)
42. Cc1ccccc1-c1nc(CS(=O)(=O)CC(=O)N2CCc3ccccc32)c(C)o1
43. COc1ccccc1NC(=O)CN1CCN(c2ccccc2F)CC1
44. CCOc1ccccc1C(=O)Nc1nnc(SCC(=O)N2CCOCC2)s1
45. CN(C)c1ccc(C(=S)N2CCN(C(=S)Nc3ccccc3)CC2)cc1
46. CCOC(=O)N1CCC(Nc2cccc(SC)c2)CC1
47. O=C(c1cnn2c1NC(c1ccco1)CC2C(F)(F)F)N1CCN(c2cccc(Cl)c2)CC1 (centres undefined)
48. CCN(CC(=O)Nc1ccc2c(c1)OCCO2)C(=O)C1CCCCC1

entry no.	41	42	43	44	45	46	47	48
Mcl1-Noxa inh	14	-3	23	9	13	26	19	12
Mcl1 Bid PPI	-25	31	6	-3	-39	-8	-35	-3
Avidin bead fluor	28	25	9	11	13	8	6	14
Cdc42 wt GTP	97	97	100	97	102	99	97	101
Rac1 wt modul	100	102	100	100	102	101	99	101
Rac1 act GTP bind	99	99	98	100	96	99	98	98
Bim-Mcl-1	1	-4	0	0	-3	0	0	1
HRas wt GTP bind	98	99	98	99	98	101	97	101
Rab7 wt GTP bind	101	97	95	102	97	109	94	100
Pf gametocyte	0	/	22	/	/	/	-16	4
Rab2A wt mod	100	102	96	100	98	101	96	100

49. Oc1c(/C=N/c2ncn[nH]2)ccc2ccccc12
50. O=C1CCCN1c1ccc(Br)cc1
51. Cc1cc2c(cc(C(=O)N3CCC(C(=O)N4CCCC4)CC3)n2Cc2c(F)cccc2Cl)o1
52. CNC(=O)CSc1nnc(-c2ccncc2)n1Cc1ccccc1
53. O=C(/C=C/NCc1cccnc1)C(F)(F)C(F)(F)F
54. Cc1ccc(S(=O)(=O)NCC(=O)N(CC(=O)NC2CCCCC2)CC2CCCO2)cc1 (centres undefined)
55. CCOC(=O)CN1CCc2c(C)nc3c(-c4ccc(OC)c(OC)c4)cnn3c21
56. O=C(N=Nc1c(O)[nH]c2ccccc12)c1cccs1

entry no.	49	50	51	52	53	54	55	56
Mcl1-Noxa inh	21	-14	14	5	12	14	37	31
Mcl1 Bid PPI	2	7	-37	-24	-2	-28	-94	-22
Avidin bead fluor	11	6	8	6	24	11	34	25
Cdc42 wt GTP	103	102	100	100	98	105	99	88
Rac1 wt modul	104	104	107	101	104	109	97	81
Rac1 act GTP bind	96	101	100	97	97	99	95	88
Bim-Mcl-1	13	0	0	0	-2	-4	2	5
HRas wt GTP bind	103	103	99	100	96	106	98	89
Rab7 wt GTP bind	101	100	100	101	97	105	97	96
Pf gametocyte	-5	/	/	16	4	-11	22	-3
Rab2A wt mod	104	102	100	99	97	102	96	87
